# Compound activity from PubChem.
# LYP inhibition = inhibitors of LYP phosphatase, biochemical, fluorescence intensity, uHTS (AID 1779). recombinant LYP phosphatase, fluorescence intensity; higher % means a stronger effect. inhibition, % at 11.5 µM, or IC50 in µM where a hit was titrated. 290,000 compounds, 0.054% hits; in the data active means inhibition above about 50%;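 further: plate controls were vehicle with enzyme for no effect and no enzyme for full effect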
# Myeloid diff MLP = myeloid differentiation induction. ER-HoxA9 myeloid progenitors, lysozyme-GFP differentiation, flow cytometry. calls only at 10 µM. 360,000 compounds, 1% hits;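 active means normalized GFP-positive differentiation at or above the plate's own cutoff, the solvent-only control mean plus 3 SD; inconclusive means no clear call, values can overlap the other calls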;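 further: cells exposed to compound for four days before flow analysis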
# Myeloid diff MLP GFP+ MAC1+ % = also measured in Myeloid diff MLP; calls as there; GFP+ MAC1+ double positive, %; measured here: differentiation confirmed by MAC1 staining
# Starred values were filed as active, the others as inactive; i = inactive; ? = inconclusive; / = not tested or not shown; + = active, no number. These rows are one share of the data; rates above refer to the full screens.
SMILES,LYP inhibition,Myeloid diff MLP,Myeloid diff MLP GFP+ MAC1+ %
COc1ccc(C(=O)NC(C)Cn2nc(C)cc2C)cc1OC1CCN(C(C)=O)CC1 (configuration not stated),-6.6%,i,0.9
O=C(Nc1ccccc1)c1ccco1,-4.7%,i,0.2
c1ccc2c(CN3CCSCC3)cccc2c1,-11.4%,i,0.2
CCn1c(SCC(=O)N2CCCCC2)nc2c1c(=O)n(C)c(=O)n2C,-2.7%,i,3.9
COc1cccc(CN(C(=O)COc2ccc(C)cc2)C2CCS(=O)(=O)C2)c1 (configuration not stated),-4.3%,i,0.0
Cc1ccc(NC(=O)c2ccccc2NC(=O)c2cccs2)cc1,-9.0%,i,0.2
COc1cccc(S(=O)(=O)NCC(=O)N2CCCCCC2)c1,-5.5%,i,0.2
CC(Sc1nnc(CNC(=O)c2ccccc2F)n1C)C(=O)Nc1nccs1 (configuration not stated),-8.1%,i,0.2
COc1ccc(CNS(=O)(=O)c2c(C)[nH]c(C)c2C(=O)N2CCCCC2)cc1,-8.4%,i,0.3
O=C(N1CCCC1)N1CCN(S(=O)(=O)c2ccccc2)CC1,-6.1%,i,0.4
CCOc1cc(/C=C2\CN(C)C/C(=C\c3ccc(O)c(OCC)c3)C2=O)ccc1O,-5.1%,?,/
CC1=C(C(N)=O)C(c2ccc(Br)cc2)n2ncnc2N1 (configuration not stated),-3.8%,i,0.5
CCOC(=O)[C@@H]1[C@H]2COc3cc(OC)ccc3[C@@H]2N2C(=O)N(c3cccc(C)c3)C(=O)[C@@]12C,-5.2%,i,1.1
CC1=CCC(C(=O)O)C(C(=O)NC2CCCCC2)C1 (configuration not stated),-6.7%,i,2.3
CCOc1ccc2c(c1)c(=O)c(S(=O)(=O)c1ccc(C)cc1)cn2CC,-12.1%,i,0.7
COc1cc(NS(=O)(=O)c2ccc(NC(=O)CCC(=O)O)cc2)nc(OC)n1,-4.9%,i,0.9
Cc1nc(SCC(=O)N2CCOCC2)c2c(C)c(C)sc2n1,-7.5%,i,1.1
CC(Oc1ccc2c3c(c(=O)oc2c1)CCCC3)C(=O)NCc1cccnc1 (configuration not stated),-13.3%,?,/
Cc1ccc(O)c(NC(=O)C2=CC(c3ccco3)=NS(=O)(=O)N2C)c1,-8.8%,i,1.2
O=C(c1cccc2ccccc12)N1CCN(Cc2ccccc2F)CC1,-7.9%,i,0.3
CCOC(=O)C1=C(CS(=O)(=O)c2ccc(Cl)cc2)NC(=O)NC1c1ccc(O)c(OC)c1 (configuration not stated),-6.9%,i,1.4
O=C(NCc1ccc(Cl)cc1)c1cc(=O)[nH]c2ccccc12,-11.3%,i,0.5
O=C(NCc1ccncc1)C1CCN(S(=O)(=O)c2cccc(C(F)(F)F)c2)CC1,-12.8%,i,0.3
O=C(Cc1ccccc1)Nc1nc(-c2ccc(F)c(F)c2)cs1,-1.9%,i,0.0
Cc1ccc(S(=O)(=O)c2nc(S(=O)(=O)c3ccccc3)sc2N2CCN(C)CC2)cc1,-6.5%,?,/
CC(C)[C@@H](NC(=O)C1CCN(C(=O)[C@@H]2CCCN2C(=O)OC(C)(C)C)CC1)C(=O)NCc1ccc(F)cc1,-13.5%,i,1.7
CC(C)CC(=O)Nc1ccc(C(=O)COC(=O)C2CCC2)cc1,-7.1%,?,/
CN1C(C(=O)Nc2ccc(F)cc2F)=CC(c2ccco2)=NS1(=O)=O,-11.6%,i,1.0
COCCC(=O)N1CCC(Oc2ccc(C(=O)N3C[C@H]4CC[C@H]3C4)cc2)CC1,-6.0%,i,3.7
COc1ccc(-c2cc(C(=O)N3CCCCC3)c3ccccc3n2)cc1OC,-2.5%,?,/
CCOc1ccc(Nc2ccc(C(=O)O)cc2[N+](=O)[O-])cc1,-3.9%,i,0.4
CNC(=O)C1CCN(S(=O)(=O)c2c(C)noc2/C=C/c2ccc(C)cc2)CC1,-9.5%,i,2.6
Cc1cc(C)cc(N(CC(=O)Nc2ccc(Br)cc2)S(=O)(=O)c2c(C)[nH]c(=O)[nH]c2=O)c1,-7.1%,i,0.6
Cc1[nH]n(C(N)=S)c(=O)c1N=Nc1cccc(Cl)c1,-12.8%,i,0.4
COc1ccc(C(=O)NC2CCN(CC(=O)NC3CCCCC3)CC2)cc1,-8.6%,i,0.9
O=C(CCC(=O)c1ccccc1)Nc1ccccc1OC(F)F,-6.6%,i,0.6
c1ccc(C2CCC(N3CCN(c4ccccc4)CC3)CC2)cc1 (configuration not stated),-5.1%,i,0.4
O=C(NCc1ccc(Cl)cc1)Nc1ccc(F)cc1,-3.2%,i,0.4
CC(C)[C@H](NC(=O)N1CC(=O)Nc2ccccc21)C(=O)N[C@H](Cc1c[nH]c2ccccc12)C(=O)O,-4.5%,i,3.3
O=C(Nc1ccccc1N1CCOCC1)c1ccc([N+](=O)[O-])o1,-6.0%,i,4.4
Cc1ccc(CN(C(=O)c2csnn2)C(C(=O)NC2CCCC2)c2ccco2)cc1 (configuration not stated),-7.2%,i,0.9
COc1cc2c(cc1OC)CN(C(=O)/C=C/c1ccc(F)cc1)CC2,-10.3%,i,3.1
CN(CC1CCCO1)S(=O)(=O)c1ccc(C(=O)Nc2nc3cc4c(cc3s2)OCO4)cc1 (configuration not stated),-5.3%,i,2.7
CC(=O)c1cccc(NC(=O)CSc2ccc(-c3ccccn3)nn2)c1,0.0%,i,2.6
O=C(NCc1cccnc1)c1ccc(NS(=O)(=O)c2ccc(F)cc2)cc1,-7.8%,i,0.7
O=C(CN1C(=O)CSC1=O)N1CCCC(Nc2ccc(F)cc2)C1 (configuration not stated),-8.8%,i,0.7
O=C1Nc2ccc(S(=O)(=O)N(CCO)CCO)c3cccc1c23,-6.7%,i,0.3
Cc1cccc(CNS(=O)(=O)c2ccc(-c3ccc(=O)[nH]n3)s2)c1,-8.4%,i,4.9
COc1cnc(-c2ccccn2)nc1Oc1cccc(C(F)(F)F)c1,-2.2%,i,0.5
CC1CCN(C(=O)NC(=O)c2ccc(Cl)cc2)CC1,-10.1%,i,1.9
COc1cc(CN2CCCC(N3CCc4ccccc4C3)C2)c(Cl)cc1O (configuration not stated),-8.3%,i,0.7
Fc1ccccc1/C=N/Nc1ccc(Cl)nn1,-2.4%,i,1.3
Cc1[nH]c2ccccc2c1C(=O)CN1CC(C)CC(C)C1 (configuration not stated),-4.2%,i,1.3
COc1ccc2[nH]c3c(c2c1)CCNC3c1ccc([N+](=O)[O-])o1 (configuration not stated),-8.0%,+,2.9*
COc1ccc(C(=O)COC(=O)CCN2C(=O)C3C4C=CC(C5CC45)C3C2=O)cc1 (configuration not stated),-10.2%,i,4.1
COCCCn1c(=O)c2sccc2n(Cc2ccccc2)c1=O,-4.9%,i,0.7
Cn1nc(C(=O)Nc2cccc(Cl)c2)cc1C(=O)Nc1cccc(Cl)c1,-2.1%,i,1.2
COc1ccc(-c2cc(C(=O)Nc3ccc4c(c3)OCO4)no2)cc1,-10.7%,i,1.0
Cc1ccc(C)c(NC(=O)Cn2nnc(C(=O)NCc3ccco3)c2N)c1,-5.3%,?,/
NC(N)=N/N=C/c1ccc(Cl)cc1Cl,-5.3%,i,0.4
# (further entries)
SMILES,LYP inhibition,Myeloid diff MLP,Myeloid diff MLP GFP+ MAC1+ %
O=C(COc1ccccc1Cl)NCCCNC(=O)c1ccccn1,-12.1%,i,0.7
O=C(Nc1nc2ccccc2s1)Nc1ccc(F)cc1F,-2.5%,i,0.8
CC(Cc1ccco1)NC(=O)c1cccc(S(=O)(=O)N(C)C)c1 (configuration not stated),-2.2%,i,0.2
O=C(CN(C(=O)CNS(=O)(=O)c1ccc(F)cc1)C1CCCC1)NCc1ccco1,-7.2%,i,1.2
Cc1ccc(C(=O)OCC(=O)N2CCOCC2)cc1,-5.0%,i,0.5
Cc1ccc(OCC(=O)N(C)CC(=O)Nc2cccc(F)c2)cc1,-5.4%,i,0.6
CCCNC(=O)C1CCC(CNS(=O)(=O)c2ccc3c(c2)N(C(C)=O)CCO3)CC1 (configuration not stated),-10.0%,i,4.7
CC1(C)CC(NC(=O)c2ccc(Cl)cc2)CC(C)(C)N1,-10.3%,i,0.3
COc1ccccc1C(=O)N1CC(=O)Nc2ccc(F)cc2C1c1ccccc1 (configuration not stated),-1.4%,i,0.3
COc1ccc2c(CC(=O)N3CCc4cc(OC)c(OC)cc4C3)coc2c1,-0.6%,i,5.2
CCc1cccc(NC(=S)Nc2cccc3ccccc23)c1,-4.1%,i,2.8
Cc1nc(NC(=O)CSC2=NCCS2)sc1C(=O)N(C)C,-8.0%,i,1.0
CC(C)[C@H](NC(=O)C1CCC(CNC(=O)[C@@H]2CCCN2C(=O)OC(C)(C)C)CC1)C(=O)O (some centres not stated),-6.9%,i,0.3
O=C(CSc1ncnc2c1nnn2Cc1ccc(F)cc1)NCC1CCCO1 (configuration not stated),-11.2%,i,1.0
CCC1C(=O)NCCN1C(=O)c1cc(COc2cc(C)ccc2C)on1 (configuration not stated),-9.2%,i,0.0
CCn1c(SCC(=O)NC2CC2)nnc1-c1cccc(OC)c1,-7.5%,i,0.9
CC(C)Nc1nc(Cl)nc(Nc2ccccc2)n1,-4.6%,i,0.0
CCc1cc(C(=O)N2CCN(c3ccccc3OC)CC2)sc1C,-5.4%,i,0.3
Fc1cccc(Nc2c3c(nc4ccccc24)CCC3)c1,-3.0%,i,0.4
O=C(NCC1CCCO1)C1CCCN(S(=O)(=O)c2cccc(C(F)(F)F)c2)C1 (configuration not stated),-9.4%,i,0.6
O=C(COC(=O)CSc1ccc([N+](=O)[O-])cc1)NCC1CCCO1 (configuration not stated),-6.4%,i,1.4
COc1cc(/C=N/n2c(C3CCCCC3)n[nH]c2=S)ccc1O,-5.9%,i,0.5
Cc1ccc(C(=O)Nc2ccc3c(c2)OCCO3)c(Cl)c1,1.4%,i,0.4
COc1ccc(NC(=O)CC2C(=O)NCCN2C(=O)Nc2ccc(C(F)(F)F)cc2)cc1 (configuration not stated),-3.5%,?,/
O=C(/C=C/c1ccccc1)NNC(=O)c1ccco1,-6.1%,i,1.1
Cc1c(Cl)cccc1NC(=O)CCC(=O)N/N=C/c1ccco1,-8.7%,i,0.5
CCOC(=O)c1c(C)[nH]c(C)c1S(=O)(=O)NCC1CCN(Cc2ccc(C)cc2)CC1,-12.0%,i,2.5
O=C(NCC1CCCO1)c1ccc(NC(=O)c2cccc([N+](=O)[O-])c2)cc1 (configuration not stated),-12.7%,i,0.6
CC(NC(=S)NC1CCCCC1)c1ccccc1 (configuration not stated),-15.7%,i,0.7
Cn1c2ccc(Br)cc2c2nnc(SCC(=O)O)nc21,1.2%,i,0.3

# Reformatted as tab-separated lines: entries from further up.
structure	LYP inhibition	Myeloid diff MLP	Myeloid diff MLP GFP+ MAC1+ %
Fc1cccc(Nc2c3c(nc4ccccc24)CCC3)c1	-3.0%	i	0.4
O=C(NCC1CCCO1)C1CCCN(S(=O)(=O)c2cccc(C(F)(F)F)c2)C1 (configuration not stated)	-9.4%	i	0.6
O=C(COC(=O)CSc1ccc([N+](=O)[O-])cc1)NCC1CCCO1 (configuration not stated)	-6.4%	i	1.4

# Later entries:
SMILES,LYP inhibition,Myeloid diff MLP,Myeloid diff MLP GFP+ MAC1+ %
C=CCn1c(SCC(=O)Nc2ccc(N3CCOCC3)cc2)nnc1-c1ccncc1,-12.3%,i,1.2
Cc1ccc(C2/C(=C(\O)c3ccc4c(c3)OCCO4)C(=O)C(=O)N2Cc2cccnc2)cc1 (configuration not stated),-10.8%,i,2.9
C=CCNc1nc(N)c([N+](=O)[O-])c(N2CCCCCC2)n1,-8.5%,i,0.6
O=C(N/N=C/c1cccc([N+](=O)[O-])c1)c1c[nH]c2ccccc12,-2.8%,i,0.3
Cc1[nH]n(-c2ccccc2)c(=O)c1C(=O)Nc1ccccc1,-4.6%,i,1.1
Cc1ccc2c(C(=O)CN3CCCC(C)C3)c(C)[nH]c2c1 (configuration not stated),-5.7%,i,0.3
O=C(C[n+]1cc(Br)cc2ccccc21)c1ccccc1,-6.3%,i,1.5
COc1ccc(NC(=O)CS(=O)CC(=O)Nc2ccc(NC(C)=O)cc2)cc1 (configuration not stated),-6.1%,i,7.4
COc1cccc(NC(=O)C(=O)c2cn(CC(=O)N3CCCC3)c3ccccc23)c1,-3.0%,i,0.5
CC1Cc2nc(SCC(=O)NCC3CCCO3)n(-c3ccc(F)cc3)c(=O)c2S1 (configuration not stated),-7.1%,i,1.5

# In the list so far, these contain an NH in an aromatic ring.
SMILES,LYP inhibition,Myeloid diff MLP,Myeloid diff MLP GFP+ MAC1+ %
COc1ccc(CNS(=O)(=O)c2c(C)[nH]c(C)c2C(=O)N2CCCCC2)cc1,-8.4%,i,0.3
O=C(NCc1ccc(Cl)cc1)c1cc(=O)[nH]c2ccccc12,-11.3%,i,0.5
Cc1cc(C)cc(N(CC(=O)Nc2ccc(Br)cc2)S(=O)(=O)c2c(C)[nH]c(=O)[nH]c2=O)c1,-7.1%,i,0.6
Cc1[nH]n(C(N)=S)c(=O)c1N=Nc1cccc(Cl)c1,-12.8%,i,0.4
CC(C)[C@H](NC(=O)N1CC(=O)Nc2ccccc21)C(=O)N[C@H](Cc1c[nH]c2ccccc12)C(=O)O,-4.5%,i,3.3
Cc1cccc(CNS(=O)(=O)c2ccc(-c3ccc(=O)[nH]n3)s2)c1,-8.4%,i,4.9
Cc1[nH]c2ccccc2c1C(=O)CN1CC(C)CC(C)C1 (configuration not stated),-4.2%,i,1.3
COc1ccc2[nH]c3c(c2c1)CCNC3c1ccc([N+](=O)[O-])o1 (configuration not stated),-8.0%,+,2.9*
COc1cc(/C=N/n2c(C3CCCCC3)n[nH]c2=S)ccc1O,-5.9%,i,0.5
CCOC(=O)c1c(C)[nH]c(C)c1S(=O)(=O)NCC1CCN(Cc2ccc(C)cc2)CC1,-12.0%,i,2.5
O=C(N/N=C/c1cccc([N+](=O)[O-])c1)c1c[nH]c2ccccc12,-2.8%,i,0.3
Cc1[nH]n(-c2ccccc2)c(=O)c1C(=O)Nc1ccccc1,-4.6%,i,1.1
Cc1ccc2c(C(=O)CN3CCCC(C)C3)c(C)[nH]c2c1 (configuration not stated),-5.7%,i,0.3
